LEDGF integ inh = blockers of LEDGF/p75-dependent integrase strand transfer – biochemical, TR-FRET, high throughput, primary screen | TR-FRET IN-LEDGF/p75 DNA integration, Eu/Cy5 | inhibition, % at 3.7 µM | 370,000 tested, 0.64% active | AID 743269, 2014;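 active = inhibition above the screen-wide mean plus 3 SD, cut at about 13% in these data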;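 note: signal is the Cy5 over europium emission ratio at 671 and 618 nm; 0% = plate median of compound wells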
KLK7 zymogen act = proKLK7 zymogen activators, primary screen, biochemical, fluorescence intensity; Kallikrein-7 (Homo sapiens), P49862; AID 652039, 2013; activation, % at 7 µM; 370,000 tested, 0.9% active; purified proKLK7, EDANS-DABCYL substrate fluorescence; 100% is mature enzyme control, 0% vehicle;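 active = activation above the mean of all tested compounds plus 3 SD, computed per campaign excluding outliers beyond control limits, cut at about 13% in these data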
PLCg1 inh = PLC-gamma1 enzyme inhibitors, primary screen, biochemical, fluorescence, purified enzyme | 1-phosphatidylinositol 4,5-bisphosphate phosphodiesterase gamma-1 (Homo sapiens), P19174 | fluorogenic substrate | inhibition, % at 12.2 µM | 370,000 tested, 0.84% active | AID 720700, 2013; in the data active = inhibition above about 9.5%
ARFGAP1 inh = inhibitors of rat ARFGAP1 GAP activity, primary screen, biochemical, fluorescence polarization, GDP tracer; inhibition, % at 16.5 µM; ADP-ribosylation factor GTPase-activating protein 1 (Rattus norvegicus), Q62848; Arfgap1-stimulated ARF1 GTP hydrolysis, GDP FP detection; 360,000 tested, 0.26% active;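 active = inhibition above a per-plate limit, mean inhibition of low control wells plus 3 SD, cut at about 25% in these data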;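 note: 0% = DMSO wells with enzyme and 100% = wells lacking Arfgap1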
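Material – truncated rat Arfgap1 GAP domain · Buffer or medium – HEPES-based buffer, pH 7.5 · Reagent – human ARF1(Δ1-17)-GTP substrate · Dosing – 16.5 µM single point, 1.26% DMSO · Schedule – GTP hydrolysis reaction 2 h at 25 °C · Technique – GDP detection by fluorescence polarization · Benchmarks – No-Arfgap1 wells (100%) versus DMSO full-reaction wells (0%) · Repeats – single replicate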
ASAP1 GAP inh = inhibitors of human ASAP1 ArfGAP activity, primary screen, biochemical, fluorescence polarization | Arf-GAP with SH3 domain, ANK repeat and PH domain-containing protein 1 (Homo sapiens), … | ASAP1-stimulated ARF1 GTP hydrolysis, GDP FP detection | inhibition, % at 16.5 µM | 360,000 tested, 0.19% active; in the data active = inhibition above about 25%;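 note: 0% = vehicle with enzyme and substrate and 100% = no enzyme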
TDP2 inh = human TDP2 enzyme inhibitors, primary screen, biochemical, epi absorbance, recombinant enzyme | 370,000 tested, 0.34% active | T5PNP hydrolysis, p-nitrophenol absorbance 415 nm | inhibition, % at 12.8 µM;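 active = inhibition above the mean of all tested compounds plus 3 SD, set per campaign, cut at about 25% in these data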;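 note: 0% = DMSO with enzyme and 100% = buffer with substrate but no TDP2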
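test system = human TDP2 enzyme | input = TDP2 enzyme at 120 nM final | medium = 50 mM Tris-HCl pH 7.5 with Mg2+, KCl, DTT, BSA | also added = T5PNP substrate, 5 mM | times = 2 h at 37 °C | technique = epi absorbance | benchmarks = high control without enzyme, low control DMSO plus TDP2 | replication = each compound tested once, singlicate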
ADAM10 inh = human ADAM10 inhibitors, primary screen, biochemical, QFRET, HTS | recombinant ADAM10, EDANS/DABCYL FRET peptide cleavage, 3 h | inhibition, % at 7 µM | 370,000 tested, 0.62% active | AID 720582, 2013;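 active = inhibition above a per-campaign cutoff equal to the mean of compounds falling between control-based bounds plus 3 SD, cut at about 20% in these data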;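 note: 0% = DMSO wells while the 100% control is not disclosed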
Target sequence (O14672 214-748 limits assumed): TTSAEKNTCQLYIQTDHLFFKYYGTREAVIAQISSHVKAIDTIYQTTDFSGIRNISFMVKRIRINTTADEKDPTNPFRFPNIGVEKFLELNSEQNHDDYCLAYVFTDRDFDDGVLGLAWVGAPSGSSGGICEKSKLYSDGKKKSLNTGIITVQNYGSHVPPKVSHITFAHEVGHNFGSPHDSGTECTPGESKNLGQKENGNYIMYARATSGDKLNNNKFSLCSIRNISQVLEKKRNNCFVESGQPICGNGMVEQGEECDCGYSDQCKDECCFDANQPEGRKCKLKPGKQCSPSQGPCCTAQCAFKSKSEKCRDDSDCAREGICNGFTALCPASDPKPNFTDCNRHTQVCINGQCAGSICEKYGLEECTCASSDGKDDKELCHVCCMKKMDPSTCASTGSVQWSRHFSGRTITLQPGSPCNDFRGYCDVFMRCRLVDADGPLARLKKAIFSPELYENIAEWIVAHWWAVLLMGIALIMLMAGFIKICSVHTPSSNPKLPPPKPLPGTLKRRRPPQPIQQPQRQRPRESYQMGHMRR
DDE Tn6 FP inh = inhibitors of Tn6 peptide binding to fibrin DD(E), primary screen, biochemical, fluorescence polarization, human fibrin, Tn6 probe | Fibrinogen beta chain (Homo sapiens), P02675 | 370,000 tested, 0.21% active | Fibrin DD(E) TRITC-Tn6 fluorescence polarization displacement | inhibition, % at 8.3 µM;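 active = inhibition above a per-campaign cutoff: mean of compounds within control limits plus 3 SD, cut at about 15% in these data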;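 note: 0% = median of all compound wells on the plate and 100% = blocking peptide control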
Target sequence (P02675 whole entry, looked up): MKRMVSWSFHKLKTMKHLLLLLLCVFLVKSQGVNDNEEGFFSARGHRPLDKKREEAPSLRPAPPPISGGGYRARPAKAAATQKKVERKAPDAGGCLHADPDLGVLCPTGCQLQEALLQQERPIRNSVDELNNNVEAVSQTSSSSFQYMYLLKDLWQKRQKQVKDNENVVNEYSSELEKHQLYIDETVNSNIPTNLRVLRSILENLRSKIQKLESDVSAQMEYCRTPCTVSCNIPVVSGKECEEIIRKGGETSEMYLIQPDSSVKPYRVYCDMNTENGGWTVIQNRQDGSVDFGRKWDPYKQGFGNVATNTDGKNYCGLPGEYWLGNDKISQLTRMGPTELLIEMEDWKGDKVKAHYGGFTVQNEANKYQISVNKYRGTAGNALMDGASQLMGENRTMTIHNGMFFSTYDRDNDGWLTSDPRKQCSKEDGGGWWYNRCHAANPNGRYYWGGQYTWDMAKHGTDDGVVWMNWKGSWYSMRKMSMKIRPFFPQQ
DDE Tn7 FP inh = inhibitors of Tn7 peptide binding to fibrin DD(E), primary screen, biochemical, fluorescence polarization, human fibrin, Tn7 probe | Fibrinogen beta chain (Homo sapiens), P02675 | FP displacement of FITC-Tn7 peptide from fibrin DD(E); 0% = median of compound wells per plate | inhibition, % at 8.3 µM | 370,000 tested, 0.13% active | AID 720508, 2013;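 active = inhibition above the mean of compounds falling within the control limits plus 3 SD of them, cut at about 14% in these data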;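 note: 0% = plate median of compound wells and 100% = 10 µM Aha-Tn7 peptide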
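Assay system: Human fibrin DD(E) protein | Medium: Tris buffer with calcium and detergent, pH 7.8 | Reagent: 0.1 µM fluorescent Tn7 | Compound dosing: Single point at 8.3 µM | Times: 10 min preincubation, 3 h with tracer, room temperature | Detection: Fluorescence polarization of the labelled Tn7 tracer | Controls: Aha-Tn7 high control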
ADAM17 inh = ADAM17 inhibitors, primary screen, biochemical, QFRET | recombinant ADAM17, EDANS/DABCYL FRET peptide cleavage | inhibition, % at 6.95 µM | 370,000 tested, 0.83% active | AID 720648, 2013;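 active = inhibition above the mean of compounds lying between control limits plus 3 SD, set per campaign, cut at about 8.5% in these data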;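 note: 0% = DMSO-only wells as the low control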
Active calls of the source: *; i = inactive; · = no result given.

Results follow in this order: DDE Tn6 FP inh, PLCg1 inh, KLK7 zymogen act, ADAM17 inh, ASAP1 GAP inh, LEDGF integ inh, ARFGAP1 inh, ADAM10 inh, TDP2 inh, DDE Tn7 FP inh
COc1ccc(C(=O)Oc2cc(/C=N/NS(=O)(=O)c3ccc(C)cc3)ccc2OC)cc1
  -7, 2, -0.4, 0, -9, -2, 19, 1, 9, 3
CCN(CC)C(=S)SCC(=O)c1ccc(F)cc1
  -2, -1, -0.1, -3, -12, 1, -1, -6, -3, 0
CN(O)/C=C1\C(=O)Nc2ccccc21
  -3, -3, 0.6, -4, -2, 2, -12, -16, 1, -5
O=C(Nc1ccc(Cl)cc1)c1csc([C@@H]2C[C@H](O)[C@@H](CO)O2)n1
  6, 3, 0.0, 0, -4, 4, -14, -1, 11, 4
Cc1cccc(NC(=S)NNC(=O)c2ccc(O)cc2O)c1C
  4, 1, 0.2, -3, -5, -3, 0, -16, -3, 0
CCOC(=O)/C(=N\Nc1cccc(C(F)(F)F)c1)N(CCOC)CCOC
  3, -2, 0.7, -6, -10, 0, 5, 4, 2, 9
COc1ccc(O)c(/C=N/NC(=O)c2ccc(OCc3cccc(Br)c3)cc2)c1
  -4, -33, 0.6, -2, 6, 1, -14, -2, 6, 7
CCOC(=O)c1ccc(Nc2cc(C)nc3ncnn23)cc1
  1, -8, 0.0, -5, 4, 0, -1, -8, 1, 4
Cc1ccc(S(=O)(=O)N[C@H](C(=O)N2CCC(C(=O)NCC(=O)O)CC2)C(C)C)cc1
  8, 0, -0.1, -1, -9, -1, 3, 0, 2, 4
Cc1cccc(NC(=S)c2nc3ccccc3s2)c1
  -10, -1, -0.4, -4, 12, 3, -2, 0, 0, -4
CCc1cc(C)cc(OCCNC(=O)c2cncc(Br)c2)c1
  -5, 1, -0.6, -3, 5, 1, 5, 1, -2, 2
CCc1ccc2oc(=O)cc(CN3CCCCC3)c2c1
  0, -4, 0.0, -9, -8, -4, 5, -5, -4, 12
O=c1c([N+](=O)[O-])c[nH]c2ccccc12
  -6, 2, 0.0, 0, 2, 0, -2, 2, 4, -4
CNC(=O)COC(=O)/C=C/c1c(C)nn(-c2ccccc2)c1C
  9, -1, 0.1, 2, -12, 0, 2, 4, -6, 6
Nc1cccc2c1C(=O)N(Cc1cccc(Cl)c1)C2=O
  -3, i, 27*, -77, -1, -9, 4, -204, -12, -3
Cc1ccc(CNC(=O)CSc2nnc3c(n2)[nH]c2ccc(F)cc23)cc1
  8, 4, -0.1, -3, 3, 1, 2, -2, 8, -1
Cc1cc(C(=O)N=Nc2c(O)n(C(C)C)c3ccccc23)n[nH]1
  -4, 6, 0.3, 1, -5, -2, 5, 2, -2, 0
Cc1cc(C)nc(N2CCN(c3nnnn3-c3ccccc3)CC2)n1
  11, -3, -0.2, -5, -7, 0, 15, -7, 0, 5
Oc1oc(-c2ccco2)nc1C=Nc1ccccc1
  -5, -1, 0.1, -3, -5, 0, 1, -10, 3, 1
COC(=O)C1=CN(c2ccc(F)cc2)C(N)=C(C#N)C1c1ccc(-c2ccccc2)cc1 (centres undefined)
  13, -49, -13, -1, 8, -5, 3, -20, -1, 3
CC(=O)Nc1ccc(S(=O)(=O)N(C)CC(=O)OC(C)C(=O)NC2CCCCC2)cc1 (centres undefined)
  7, 3, 0.3, -2, 3, -3, 11, -16, -4, 6
CC(C)COc1ccc(C(=O)NC(=S)Nc2ccc(CN3CCOCC3)cc2)cc1
  5, 6, -0.4, 3, 5, 2, -12, 11, -10, 4
CCCCC(=O)Nc1c(O)c2ccccc2[nH]c1=O
  0, -11, -0.9, -7, -2, -1, 6, -1, 17, 3
CN(CC(=O)Nc1ccc(N2CCOCC2)cc1)CC(=O)Nc1ccc(C(F)(F)F)cc1
  -10, 8, 0.3, 6, 0, 4, -10, 7, -17, -2
Cc1cc(=O)oc2cc(NC(=O)c3cc4ccccc4o3)ccc12
  3, -18, 1.9, -22, -16, -2, -3, -74, -8, -5
CC(C)CN=C(NS(=O)(=O)c1ccccc1)C(Cl)(Cl)Cl
  1, -2, -0.4, 0, 4, -3, 2, -5, 5, 3
C#CCOCCOCCOCCNc1nc(N2CCN(C(=O)[C@H](CCC(=O)O)n3cc([C@@H](N)CCCCN)nn3)CC2)nc(N2CCN(C(=O)[C@H](CCC(=O)O)n3cc([C@@H](N)CCCCN)nn3)CC2)n1
  -1, 4, 0.7, 1, 13, 1, 2, 7, -11, 1
N#Cc1ccc(N2Cc3ccccc3C2=NC(=O)c2cccs2)cc1
  -1, -6, -0.3, -4, 1, 1, 0, -14, 11, -7
CCc1cccc(NC(=O)C2CCCN2S(=O)(=O)c2ccc3c(c2)n(C)c(=O)c(=O)n3C)c1 (centres undefined)
  1, -3, -0.5, -3, 0, -2, 9, -1, -2, 3
COc1ccc(-c2[nH]nc3c2C2(C(=O)N(CC(=O)O)c4ccccc42)C(C#N)=C(N)O3)cc1OC (centres undefined)
  7, 4, -0.4, -2, -8, 6, -1, 0, 9, -7

Compound profiles, as listed above. Order of screens: DDE Tn6 FP inh, PLCg1 inh, KLK7 zymogen act, ADAM17 inh, ASAP1 GAP inh, LEDGF integ inh, ARFGAP1 inh, ADAM10 inh, TDP2 inh, DDE Tn7 FP inh
Entry for `Cc1cc(=O)oc2cc(NC(=O)c3cc4ccccc4o3)ccc12` = 3, -18, 1.9, -22, -16, -2, -3, -74, -8, -5
Entry for `COc1ccc(C(=O)Oc2cc(/C=N/NS(=O)(=O)c3ccc(C)cc3)ccc2OC)cc1` = -7, 2, -0.4, 0, -9, -2, 19, 1, 9, 3

More compounds:
Results follow in this order: DDE Tn6 FP inh, PLCg1 inh, KLK7 zymogen act, ADAM17 inh, ASAP1 GAP inh, LEDGF integ inh, ARFGAP1 inh, ADAM10 inh, TDP2 inh, DDE Tn7 FP inh
CCNC(=O)c1ccc(C2SCC(=O)N2Cc2ccco2)cc1 (centres undefined)
  8, -3, -0.2, 1, 5, 5, 7, -4, -4, -2
COc1cc(/C=N/n2nnnc2N)ccc1OC(C)=O
  -2, -6, 1.8, -5, 3, -1, 1, -11, -2, -3
CSc1nnc(C(C)(C)C)c(=O)n1/N=C/c1ccccc1
  -1, 0, -0.1, -3, 4, 3, -3, 4, 5, 1
CCN(CC)C(=O)C1=C(C)N(CCC2=CCCCC2)C(=O)C(CC(=O)NCCCCc2ccccc2)C1 (centres undefined)
  2, 5, -0.4, 5, 4, 6, -10, 1, -8, -5
COc1ccccc1N1C(=NC(=O)CCC2CCCC2)SC2CS(=O)(=O)CC21 (centres undefined)
  0, 1, -0.5, -6, -3, 2, 2, -2, 4, 4
CCOC(=O)C1=C(COC(=O)c2ccc(OC)c(OC)c2OC)NC(=O)NC1C (centres undefined)
  -2, -3, -0.1, -3, 9, -6, -5, -3, -15, 5
COc1ccc(Nc2c(-c3ccc(C)cc3)nc3cnccn23)cc1
  -17, -37, 1.6, 3, -4, 2, -8, -1, -10, -1
COc1ccc(/C=C/C(=O)Nc2cc(F)ccc2C)cc1S(=O)(=O)N1CCOCC1
  -2, -3, -0.1, 4, -2, 5, -7, 5, -9, 12
CCOC(=O)c1c(C)[nH]c(O)c1C=Nc1ccc(C(F)(F)F)cc1
  -2, -25, 2.0, -7, -6, 4, -4, -27, 9, 7
Cc1cc(Cl)cc(C)c1OCCOCCNCc1ccccc1
  7, 5, -0.5, 3, -1, -1, -16, 13, 0, 1
COc1ccc(CN2CCNC(=O)C2CC(=O)N(C)Cc2nccs2)c(OC)c1 (centres undefined)
  4, -4, 1.1, 2, -5, 7, 0, -5, 3, -3
O=C(CSc1nnc(CNc2ccc(F)cc2)n1Cc1ccccc1)NCc1ccco1
  -10, 1, 1.0, -4, 20, 1, 15, 3, 9, -3
COc1ccc(N(C(=O)CNC(=O)c2ccco2)C(C(=O)NC2CCCC2)c2ccc(C)o2)cc1 (centres undefined)
  -12, 0, 0.3, 0, 3, 2, 0, 4, 0, 3
C=CCSc1nnc(-c2sc(-c3ccccc3)nc2C)n1C
  1, -223, 4.7, -104, -9, -1, 1, -418, -9, -6
COc1ccc(NC(=O)c2ccc(Cl)nc2)cc1S(=O)(=O)N1CCCCC1
  2, 3, 0.0, 1, 16, 1, 3, 6, -3, -1
CC1CC(C)CN(S(=O)(=O)c2ccc3c(c2)C(C)(C)C(=O)N3C)C1 (centres undefined)
  11, 2, 0.1, -1, -12, 4, -15, -3, 6, 5
CCCCCCCCN1C(=O)[C@H](CC(=O)NCCCOCCCC)C[C@@]2(C(=O)OC)CC(C)(C)CC=C12
  3, -3, -0.9, -1, -3, -3, -1, 5, 1, 7
CC(C)(C)c1ccc(OCC(=O)Nc2cccc(S(=O)(=O)NC3=NCCCCC3)c2)cc1
  -3, 1, -0.5, -2, 4, -3, -4, 0, -3, 10
CC(=O)NC(Cc1ccc2c(c1)OCO2)C(=O)N1CCCC1 (centres undefined)
  2, 2, -0.6, -5, ·, -4, ·, -16, -6, 2
